G9a block – blocks human histone lysine methyltransferase G9a | Q96KQ7 | G9a H3K9 monomethylation, AlphaScreen, 2 h | Potency, µM (highest dose often 102 µM), for inactives: at the highest dose activity, negative = inhibition, actives largely listed as inhibitors | hit rate 8.8% among 350,000 | AID 504332; note: potency is the fitted concentration of half-maximal effect; % is set by controls: 0 for no effect and ±100 for the full control effect; nearly all actives have a fitted effect of over 75% in size
Target sequence (Q96KQ7 913-1193 limits assumed): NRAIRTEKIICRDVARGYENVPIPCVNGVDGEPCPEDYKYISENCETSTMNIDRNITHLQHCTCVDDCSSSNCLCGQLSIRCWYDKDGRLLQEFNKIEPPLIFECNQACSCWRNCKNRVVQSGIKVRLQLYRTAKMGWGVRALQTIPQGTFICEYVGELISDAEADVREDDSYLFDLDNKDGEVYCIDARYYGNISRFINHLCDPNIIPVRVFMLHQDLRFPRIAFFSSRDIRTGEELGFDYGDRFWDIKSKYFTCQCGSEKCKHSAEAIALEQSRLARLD
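G9a (20 nM) was preincubated 15 min with compound, then reacted 2 h at room temperature with 500 nM biotin-H3K9 peptide and 20 µM SAM. Monomethyl-H3K9 detected by AlphaScreen using anti-H3K9me1 antibody.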
JMJD2A Tudor – JMJD2A Tudor domain (human) inhibition. O75164. hit rate 4.4% among 390,000. AlphaScreen JMJD2A-Tudor / H3K4me3 peptide binding. Potency, µM (highest dose often 114 µM), without a hit: top-dose activity change, negative = inhibition, most hits filed as inhibitors; note: potency is the fitted concentration of half-maximal effect; % is set by controls: 0 for no effect and ±100 for the full control effect; nearly all actives have a fitted effect of over 50% in size
ERG-DNA inh – blocks human ERG Ets domain binding to DNA; P11308; fluorescence polarization, His-ERG Ets domain / labelled DNA; Potency, µM (titrated, usually from 76.9 µM), inactives show at the highest dose FP activity, negative = inhibition, actives largely listed as inhibitors; hit rate 0.028% among 370,000; AID 624246; active = well fitted inhibition curve with a large enough effect in the polarisation, with a control signal flat; inconclusive = small, poorly fitted or top-dose-only effect, or effect the other way, or a change in a side signal; inactive = no such curve, though single readings can be large or run the other way; the % refers to the polarisation;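 note: polarization taken with two DNA probes labelled with fluorescein and Texas red; potency is the fitted concentration of half-maximal effect; % of control where 0% means no effect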
Target sequence (P11308 whole entry, looked up, the tested form may be a part): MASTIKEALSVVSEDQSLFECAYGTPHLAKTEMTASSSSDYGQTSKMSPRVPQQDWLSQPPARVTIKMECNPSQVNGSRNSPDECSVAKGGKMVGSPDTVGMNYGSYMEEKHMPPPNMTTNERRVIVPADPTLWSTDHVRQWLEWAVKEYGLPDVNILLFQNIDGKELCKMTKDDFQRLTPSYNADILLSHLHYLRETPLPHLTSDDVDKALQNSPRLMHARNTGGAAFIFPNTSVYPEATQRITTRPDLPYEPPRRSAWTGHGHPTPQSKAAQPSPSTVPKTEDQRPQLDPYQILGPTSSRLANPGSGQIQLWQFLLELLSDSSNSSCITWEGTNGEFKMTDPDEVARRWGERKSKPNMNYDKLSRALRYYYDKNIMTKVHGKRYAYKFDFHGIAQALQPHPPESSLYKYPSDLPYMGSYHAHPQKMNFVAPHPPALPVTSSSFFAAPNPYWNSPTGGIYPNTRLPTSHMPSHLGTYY
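His-tagged ERG Ets domain (1 uM in the protein solution; 300mM KCl, 50mM Tris-HCl, 1mM EDTA, 1mM DTT, pH 7.5) received compound, then a probe mix of 5 nM fluorescein-DNA and 100nM Texas-615-DNA. Fluorescence polarization was read for both dyes.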
RGS4 inh – inhibitors of human regulator of G protein signaling 4. P49798. Transcreener GDP fluorescence polarization, RGS4-accelerated GTP hydrolysis. Potency, µM (titrated, usually from 114 µM), for inactives: top-dose activity change, negative = inhibition, actives largely listed as inhibitors. hit rate 0.039% among 390,000; note: potency is the fitted concentration of half-maximal effect; % is set by controls: 0 for no effect and ±100 for the full control effect; nearly all actives have a fitted effect of over 75% in size; some results filed as inactive show a strong effect at the top dose
Target sequence (P49798 whole entry, looked up): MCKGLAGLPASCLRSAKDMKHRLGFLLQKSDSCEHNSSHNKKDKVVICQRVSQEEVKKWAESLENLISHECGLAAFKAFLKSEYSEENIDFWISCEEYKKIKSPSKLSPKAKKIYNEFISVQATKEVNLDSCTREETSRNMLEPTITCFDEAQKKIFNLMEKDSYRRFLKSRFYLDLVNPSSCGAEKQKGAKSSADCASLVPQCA
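MLSMR compounds (23 nl, pin-transferred) preincubated 10 min at room temperature with a 500nM (2x) first reagent, then RGS4 at 900nM (2x) plus Transcreener GDP mix added; fluorescence polarization (620/688 nm) read before and after 90 min at 30 °C.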
12-LOX inh – ALOX12 (human) lipoxygenase inhibition | P18054 | purified 12hLO, xylenol orange hydroperoxide absorbance | Potency, µM (top dose mostly 108 µM), without a hit: at the top dose activity change, negative = inhibition, usual class: inhibitors | hit rate 1.1% among 580,000; note: potency is the fitted concentration of half-maximal effect; % is set by controls: 0 for no effect and ±100 for the full control effect
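Purified human 12hLO at 150 nM in 25 mM Hepes, 0.01% Triton X-100, pH 7.0, preincubated 15 min at room temperature with compound. Reaction started with 40 uM arachidonic acid, 30 min at room temperature. Hydroperoxide measured by Fe-xylenol orange, 573/405 nm absorbance ratio.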
PI4K2A block – PI4K2A (human) kinase inhibition; activity change, negative = inhibition, % at 76.9 µM; purified PI4K2A, ADP-Glo luminescence, 1 h; stronger effect = lower value; hit rate 0.13% among 420,000; in the data active = activity change below about -50%; inconclusive = mostly about -30% to -49%;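 note: -100% = wells without enzyme as full effect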
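Compounds are screened against recombinant PI4K2A using PI as substrate and ATP, the latter dispensed at 300 microM. Reactions run one hour at ambient temperature before ADP-Glo detection; full inhibition defined by wells lacking enzyme.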
HP1b binding inh – HP1-beta chromodomain-methylated histone interaction inhibition | AlphaScreen HP1-beta / biotin-H3K9me3 peptide binding | Potency, µM (titrated, usually from 114 µM), without a hit: at the highest dose activity change, negative = inhibition, usual class: inhibitors | hit rate 0.56% among 390,000 | AID 540317; note: potency is the fitted concentration of half-maximal effect; nearly all actives have a fitted effect of over 70% in size; inactives centre near 23
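Compound inhibition of the preformed complex between 50 nM HP1-beta and 50 nM biotinylated H3K9me3 peptide was read by AlphaScreen. Buffer was PBS pH 7.4 with 0.01% Tween-20. Incubations ran 30 min at room temperature, with 10 ug/mL donor/acceptor beads.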
GLS inhibitor – inhibitors of human glutaminase (GLS); GLS enzymatic activity, qHTS titration; Potency, µM (series often up to 45.5 µM), for inactives: at the highest dose activity change, negative = inhibition, actives largely listed as inhibitors; hit rate 0.21% among 410,000; AID 624170; note: potency is the fitted concentration of half-maximal effect; % is set by controls: 0 for no effect and ±100 for the full control effect
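Glutamate formation by hKGA was monitored fluorometrically using coupled glutamate oxidase, HRP and Amplex Red. Substrate was added as 1 mM L-glutamine solution; incubation was 30 min at RT after an initial read.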
BAZ2B block – blocks human BAZ2B; Q9UIF8; AlphaScreen BAZ2B-H3K14Ac peptide displacement; Potency, µM (series often up to 114 µM), for inactives: at the highest dose activity change, negative = inhibition, most hits filed as inhibitors; hit rate 4.4% among 360,000; AID 504333; note: potency is the fitted concentration of half-maximal effect; % is set by controls: 0 for no effect and ±100 for the full control effect; nearly all actives have a fitted effect of over 60% in size
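AlphaScreen displacement of biotin-H3(5-23)K14Ac peptide (50 nM final) from BAZ2B (50 nM final) in PBS pH 7.4, 0.01% Tween-20; complex preformed 30 min RT, then compounds (top 110 uM) 30 min RT, beads 20 min dark.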
* marks the source's active call; other numbers are inactive results; ? = inconclusive; / = not tested or not shown; & = joins results of further samples; [ ] = remark or other dose. Unless noted, calls come from the whole dose curve; as a rule, active = well fitted curve in the direction sought with a large enough effect; inconclusive = small, poorly fitted or top-dose-only effect, or another doubt; inactive = no such curve, though single readings can be large; an effect the other way counts as inactive or inconclusive.

SMILES	G9a block	JMJD2A Tudor	ERG-DNA inh	RGS4 inh	12-LOX inh	PI4K2A block	HP1b binding inh	GLS inhibitor	BAZ2B block
COc1cc2c(cc1NC(=O)c1cc(-c3ccncc3)nc3ccccc13)oc1ccccc12	10.4%[59 µM]	-28.5%	0.7%	-33.7%	-21.8%	2.1	-2.7%	11.9%	-32.8%
CCC1(C)CC(=O)N(c2ccc(C(=O)O)c(O)c2)C1=O (stereo not drawn)	50.1µM*	-34.9%	-3.7%	4.0%	?	-4.2	15.9%	-1.5%	-35.7%
COCC(=O)n1nc(-c2ccco2)nc1NCc1ccccc1Cl	-8.5%[59 µM]	-2.4%	-7.2%	-1.0%	-2.4%	-0.9	57.7%[activator]	0.8%	-26.3%
O=C(CSc1nc(-c2ccc(F)cc2)[nH]c1-c1ccc(F)cc1)Nc1ccc2c(c1)OCCO2	12.4%[59 µM]	3.1%	-0.6%	-52.6%	2.1%	-2.6	30.7%	-5.8%	-18.8%
Cc1cc(C(=O)Nc2c(C)cccc2C)n(-c2ccccc2)n1	-25.4%[59 µM]	0.3%&-8.3%	-5.3%&11.6%	-2.5%&12.6%	?	-1.5&3.8	30.8%&40.4%	0.4%&-7.0%	-8.0%&-4.6%
O=C1c2ccc(-c3ccc(Cl)c(C(F)(F)F)c3)cc2S(=O)(=O)c2cccc(C(=O)N3CCN(c4ccc(Cl)cn4)CC3)c21	/	?	15.0%	-1.4%	?	0.6	-8.5%	1.8%	/
Cc1ccccc1OCC(=O)Nc1nnc(C2CCCC2)s1	-2.7%	1.0%	4.4%	-0.1%	-5.5%	-4.0	50.1%[activator]	0.9%	-16.4%
O=C(C(Sc1ccccc1)c1ccccc1)N1CCOCC1 (stereo not drawn)	12.4%[59 µM]	-3.4%	-1.2%	-22.8%	-2.1%	2.3	4.4%	2.9%	9.4%
Cc1cc(C)n(-c2ccc(C(=O)OCC(=O)Nc3cc(S(C)(=O)=O)ccc3Cl)cc2)n1	8.8%[59 µM]	4.5%	-2.4%	-18.9%	-13.7%	-3.6	37.0%[activator]	10.4%	11.7%
Cc1nnc(SCC(=O)c2ccccc2)n1Cc1ccccc1	-9.3%[59 µM]	-2.8%	3.2%	6.3%	-26.3%&-12.9%	-2.6	19.9%	1.0%	-8.9%
COc1ccc(-c2nn(-c3ccccc3C)cc2CNC(C)c2cn(C)nc2C)cc1F (stereo not drawn)	5.2%	-15.4%	1.0%	12.9%	-15.1%	2.8	0.4%	-0.4%	-25.5%
Cn1nnnc1SCC(=O)Nc1ccc(N2CCOCC2)cc1	?	-8.7%	/	-0.5%	-11.3%	-4.7	27.8%	89.1%[activator]	4.9%
Cc1ccccc1NC(=O)COC(=O)c1cccnc1	2.6%	-19.6%	11.4%	-29.2%	70.0%[activator]	0.8	63.7%[activator]	-9.5%	-12.8%
CCn1cc(C(=O)N2CCCC(C(=O)c3ccc4ccccc4c3)C2)cn1 (stereo not drawn)	/	9.5%	-0.4%	7.6%	12.9%	0.2	10.2%	6.3%	-8.0%
COc1ccc(-n2nc(C(=O)NCC(=O)N(C)Cc3ccccc3)c3ccccc3c2=O)cc1OC	-9.1%	-20.5%	4.9%	-3.4%	23.6%	7.5	-3.8%	-1.8%	5.9%
CC(C)CC(C(=O)OCC(=O)c1c(N)n(C)c(=O)n(C)c1=O)N1C(=O)C2CC=CCC2C1=O (stereo not drawn)	-4.1%	-17.5%	-1.3%	4.7%	-0.9%	4.8	8.9%	9.8%	-13.9%
COc1ccc(CCN2CC(C(=O)NCc3cc(C)on3)CCC2=O)cc1 (stereo not drawn)	21.8%[12.7 µM]	-6.9%	10.6%	3.6%	0.0%	3.9	28.7%	-4.8%	-2.7%
Cc1ccc(C)c(-c2nnc(NC(=O)CCS(=O)(=O)c3ccc(F)cc3)o2)c1	-4.6%	-14.4%	10.4%	13.6%	0.8%	5.6	28.2%	4.5%	-11.6%
CCNC(=S)Nn1cnc2ccccc21	?	-20.5%	30.5%[activator]	-14.3%[56.9 µM]	-21.3%	7.2	62.0%[activator]	-1.8%	-14.4%
O=C(NCCn1c(C(F)(F)F)nc2cc(C(F)(F)F)ccc21)[C@H]1CCCN1c1nc(CN2CCCCC2)cs1	70.8µM*	-28.2%	-3.6%	-13.0%	/	3.0	33.2%	5.1%	-30.2%
COc1ccc(CN(C)C(=O)CCc2ccc(S(=O)(=O)N3CCCCCC3)cc2)c(OC)c1	-8.7%[2.33 µM]	-27.5%	4.6%	12.2%	6.0%	7.2	8.7%	-5.6%	5.3%
O=C(O)/C=C/C(=O)Nc1ccc2nccnc2c1	50.1µM*	-12.0%[57.1 µM]	2.2%	28.9%	-12.8%	-6.7	35.1%[activator]	8.5%	-13.7%
CC1CC(C)CN(S(=O)(=O)c2ccc(C(=O)N(c3ccccn3)C3CCCCC3)cc2)C1 (stereo not drawn)	?	-25.5%	-6.5%	6.0%	-6.1%	8.3	40.1%[activator]	-0.7%	/
Cc1cccc(NS(=O)(=O)c2cccc(C(=O)NCC3(N4CCOCC4)CCCCC3)c2)c1	/	-28.2%	4.8%	-16.5%	20.1%	2.2	4.3%	0.8%	/
Cc1cccc(N2C(=O)CCC2=O)c1	15.3%[59 µM]	18.1%[57.1 µM]	-2.6%	15.8%[11.4 µM]	0.0%	2.5	40.7%[activator]	-0.9%	-2.5%
COc1ccc(CNC(=O)C2CCN(S(=O)(=O)c3ccc(C)cc3)CC2)cc1	8.7%[59 µM]	8.3%	2.5%	2.4%	-20.7%	2.9	31.5%	-4.3%	4.7%
CCC(C)NC(=O)C1CCN(C(=O)c2cc3sccc3n2Cc2ccc(Cl)cc2)CC1 (stereo not drawn)	-3.1%[59 µM]	7.6%	-3.2%	18.8%	-18.9%	-0.1	49.4%[activator]	8.8%	-1.2%
CCN(C(=O)Cn1nnc(-c2ccccc2)n1)C1CCS(=O)(=O)C1 (stereo not drawn)	?	0.0%	-4.9%	-21.6%	-7.7%	0.1	21.1%	-11.6%	-3.1%
Cc1nc2cc(NC(=O)COc3ccccc3C#N)ccc2n1-c1ccccc1	?	-21.0%	-5.5%	18.2%	-0.1%	-4.6	11.6%	2.7%	-7.5%
COc1ccc(NC(=O)c2ccc(S(=O)(=O)N(C)c3ccccc3)cc2)cn1	-18.8%	-20.5%	-9.2%	19.6%	-14.0%	-0.2	9.1%	-7.2%	-23.3%
CC(=O)N1N=C(c2ccccc2O)OC1(C)CC(=O)Nc1ccccc1 (stereo not drawn)	?	-9.3%	1.4%	-10.8%	26.8%	-0.3	40.4%[activator]	18.8%	?
CC(=O)c1c(C)[nH]c(C(=O)OCC(=O)N(Cc2ccccc2)C(C)(C)C)c1C	1.7%[0.501 µM]	?	0.2%	2.0%	-17.5%	1.3	-9.9%	2.5%	?
Cc1ccc(CNCc2ccc3c(c2)OCO3)cc1	12.6µM*	1.41µM*	2.3%	-5.5%	?	-0.6	?	-14.4%	?
CC(=O)Oc1c(C)c(=O)n(C)c2ccccc12	7.6%[59 µM]	-0.7%	0.9%	14.4%	0.5%	3.6	18.1%	-7.3%	3.1%
O=C(CNC(=O)c1ccccc1)OCc1nnc(-c2ccccc2)o1	3.6%[12.7 µM]	-13.8%	-3.8%	-35.4%	-11.0%	-2.4	9.6%	0.2%	10.9%
COC(=O)c1ccc(Oc2cc(C)nc(Cl)n2)cc1	19.3%	-4.6%	13.0%	6.2%	?	-7.0	41.6%[activator]	-5.5%	-23.1%
CCCC(=O)OCC(=O)Nc1ccc(OC(F)F)cc1	-2.7%	-28.8%	-0.3%	17.3%	0.0%	-4.0	15.3%	?	11.5%
Cc1ccc(S(=O)(=O)CCC(=O)OC(C)c2nnc(-c3cccs3)o2)cc1 (stereo not drawn)	/	-3.8%	-1.1%	-5.4%	305.1%[activator]	1.6	40.8%[activator]	5.7%	/
CN(C)c1ccc(Nc2nc3ccccc3n3nnnc23)cc1	3.16µM*	7.94µM*	-1.0%	-28.6%	?	-10.2	?	11.9%	3.55µM*
COc1cc(NC(=O)CSCC(=O)Nc2cc(OC)cc(OC)c2)cc(OC)c1	0.3%[59 µM]	-25.3%	10.4%	11.9%	/	5.2	27.0%	-7.6%	-10.3%
Cc1c(N2C(=O)C(C)SC23C(=O)Nc2ccccc23)c(=O)n(-c2ccccc2)n1C (stereo not drawn)	5.4%[12.7 µM]	-21.1%	-6.7%	13.2%	10.3%	2.8	11.1%	2.4%	3.2%
CCN(C1CCCCC1)S(=O)(=O)c1cn(C)c(=O)n(C)c1=O	-18.5%	-9.0%	-0.8%	7.7%	2.0%	-1.6	24.2%	6.9%	-2.7%
Cn1nc(C(=O)Nc2ccc(S(=O)(=O)N3CCCCC3)cc2)ccc1=O	-10.1%[59 µM]	-8.3%	10.5%	24.4%	-22.1%	-1.0	29.2%	-1.6%	-0.9%
O=C(CNCc1ccccc1Cl)Nc1ccc2c(c1)OCCO2	/	28.2µM*	8.5%	-5.6%	-90.4%	-0.4	?	-0.8%	56.2µM*
Cc1ccc(NC(=O)C(=O)NCc2ccco2)c(C)c1	-4.4%	-13.0%	-6.0%	-12.7%	-6.1%	-2.8	7.0%	-7.2%	0.2%

Only part of the results is shown; count on the stated rates, not on these rows.
